Screening results deposited in PubChem BioAssay by National Center for Advancing Translational Sciences (NCATS).
D1 ag: human D1 receptor agonism | AID 504660 | activation, % at 2 µM | hit rate 1% among 360,000 | HEK293 T-REx D1 cells, calcium flux, agonist mode; in the data active = activation above about 30%; note: 0% is about no effect
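Tetracycline-induced HEK293 TREx D1 cells, force-coupled to calcium signalling, were dye-loaded with a no-wash calcium kit. Compound was pin-added after a 10 s baseline. Fluorescence was read kinetically at 1 cycle/s for 180 s, with calcium rises flagged as agonism.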
D1 antag: blocks dopamine activation of the human D1 receptor | HEK293 TREx D1 cells, calcium flux, dopamine EC80; stronger effect = lower value | P21728 | activity change, negative = inhibition, % at 10 µM | hit rate 3.2% among 360,000; in the data active = activity change below about -30%; note: % is set by controls: 0 for no effect and ±100 for the full control effect
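Cells carrying a force-coupled, tetracycline-inducible human D1 receptor report calcium flux. Each well gets a 10 s baseline, compound with 180 s monitoring, then an EC80 dopamine stimulus with a second 180 s kinetic read.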
GRP78 ERSR act: ER stress response induction in glioma; U87-MG GRP78 promoter luciferase reporter, 16 h; Potency, µM, for inactives: at the highest dose activation, most hits filed as activators; hit rate 0.02% among 420,000; AID 602332; note: potency is the fitted concentration of half-maximal effect; series mostly up to about 76 µM; % of control where 0% means no effect; nearly all actives have a fitted effect of over 35% in size
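Stably transfected U87-MG human glioma cells carrying a GRP78-based luminescent sensor were seeded at 1000 cells/well, pin-dosed with compounds and incubated 16 h. Luciferase reagent was then added, and end-point luminescence was read after 10 min at room temperature.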
LDHA inh: LDHA (human) enzyme inhibition; P00338; hit rate 0.15% among 480,000; purified LDHA, NADH/diaphorase-resazurin fluorescence; stronger effect = lower value; activity change, % (values are at about 110 or 230 µM); in the data active = activity change below about -30%; inconclusive = mostly about -25% to -30%;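 note: plate controls were DMSO wells for no effect and wells without enzyme for full effect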
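Remaining NADH was detected by diaphorase (0.133 mg/mL) converting 37 µM resazurin to fluorescent resorufin, read at 0 and 20 minutes. The preceding 5-minute room-temperature reaction used 2 nM LDHA, 0.2 mM sodium pyruvate and 0.06 mM NADH at pH 7.4.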
Vif-APOBEC3F blk: Vif-A3F binding inhibition; HeLa A3F-eYFP + Vif (tagged APOBEC3F with the HIV-1 protein that degrades it), YFP fluorescence increase; Potency, µM (series often up to 46.1 µM), without a hit: at the highest dose activity, negative = active; hit rate 0.2% among 390,000; note: potency is the fitted concentration of half-maximal effect; % of control where 0% means no effect; nearly all actives have a fitted effect of over 65% in size
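HeLa cells stably expressing A3F-eYFP plus Vif, plated and incubated overnight at 37 deg C, then exposed to compounds overnight at 37 deg C. Blocked degradation read as raised yellow fluorescence (Ex 488/Em 500-530).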
RXFP1 ag: RXFP1 (human) receptor agonism. Q9HBX9. HEK293T-RXFP1 cAMP TR-FRET, 30 min; response scale: percent of porcine relaxin response, buffer zero. Potency, µM (top dose mostly 57.5 µM), inactives show at the highest dose activation, usual class: activators. hit rate 0.3% among 370,000; note: potency is the fitted concentration of half-maximal effect; % is set by controls: 0 for no effect and ±100 for the full control effect; nearly all actives have a fitted effect of over 60% in size; many of its hits are not listed in these tables
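cAMP rise read by TR-FRET after 30 min, 37C compound exposure (up to 58 uM) in RXFP1-transfected HEK293 cells with Ro 20174 present. EC50 from Hill-equation fits, with 29 nM porcine relaxin as 100% and buffer as basal.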
Vif-APOBEC3G blk: inhibitors of Vif-APOBEC3G interaction; hit rate 0.076% among 410,000; HeLa A3G-eYFP + Vif (tagged APOBEC3G with the HIV-1 protein that degrades it), YFP fluorescence, overnight; Potency, µM (series often up to 46.1 µM), for the others: at the highest dose activity, negative = active, usual class: inhibitors; Q9HC16;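 note: potency is the fitted concentration of half-maximal effect; % is set by controls: 0 for no effect and ±100 for the full control effect; nearly all actives have a fitted effect of over 60% in size; hits raise eYFP signal because A3G escapes Vif-driven loss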
Target sequence (Q9HC16 whole entry, looked up): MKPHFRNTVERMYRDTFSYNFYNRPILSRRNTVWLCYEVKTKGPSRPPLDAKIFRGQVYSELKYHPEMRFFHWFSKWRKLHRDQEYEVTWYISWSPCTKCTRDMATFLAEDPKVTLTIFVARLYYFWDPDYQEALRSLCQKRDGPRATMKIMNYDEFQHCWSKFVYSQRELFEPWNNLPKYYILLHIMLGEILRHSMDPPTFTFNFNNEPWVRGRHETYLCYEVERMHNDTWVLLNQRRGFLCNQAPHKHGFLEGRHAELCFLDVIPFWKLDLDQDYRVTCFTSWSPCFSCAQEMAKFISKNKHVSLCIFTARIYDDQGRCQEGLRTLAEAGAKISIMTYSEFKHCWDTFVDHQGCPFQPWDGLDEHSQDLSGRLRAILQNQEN
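Read-out is eYFP fluorescence (Ex 488/Em 500-530) from Vif-expressing HeLa A3G-eYFP cells; more signal means A3G escaped Vif-mediated degradation. Cells plated overnight, compound pinned in, incubated overnight at 37 deg C.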
D1 PAM: potentiators of human D1 dopamine receptor; P21728; HEK293 TREx D1 cells, calcium flux, dopamine EC20 potentiation; potentiation, % at 10 µM; hit rate 0.036% among 360,000; AID 504651; in the data active = potentiation above about 30%; note: 0% is about no effect
D2 potentiator: positive allosteric modulators of human D2 dopamine receptor | P14416 | HEK293 T-REx D2, calcium flux, EC20 dopamine potentiation | potentiation, % at 10 µM | hit rate 0.34% among 340,000 | AID 485347;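 active = potentiation over 3 SD above the plate norm, cut at about 30% in these data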; note: 0% is about no effect
Target sequence (P14416 whole entry, looked up): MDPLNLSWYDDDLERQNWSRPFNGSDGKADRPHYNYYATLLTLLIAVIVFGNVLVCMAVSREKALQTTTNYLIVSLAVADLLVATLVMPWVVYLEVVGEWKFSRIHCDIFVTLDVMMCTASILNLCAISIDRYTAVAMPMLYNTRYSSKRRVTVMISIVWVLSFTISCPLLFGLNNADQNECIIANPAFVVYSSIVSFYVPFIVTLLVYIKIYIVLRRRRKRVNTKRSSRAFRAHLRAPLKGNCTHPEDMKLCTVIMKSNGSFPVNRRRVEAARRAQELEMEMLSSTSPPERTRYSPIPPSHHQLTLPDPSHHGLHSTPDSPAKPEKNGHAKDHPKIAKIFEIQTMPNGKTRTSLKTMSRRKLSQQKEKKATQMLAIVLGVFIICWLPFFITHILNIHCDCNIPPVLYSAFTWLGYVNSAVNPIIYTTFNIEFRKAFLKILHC
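Tetracycline-induced Hek293 Trex D2 cells, force-coupled to calcium, loaded with no-wash calcium dye. Compound added with 180 s kinetic read for agonism, then EC20 dopamine and a further 180 s read for potentiation.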
An asterisk follows results filed as active; ? = inconclusive; / = not tested or not shown; & = joins results of further samples. Unless noted, calls come from the whole dose curve; as a rule, active = well fitted curve in the direction sought with a large enough effect; inconclusive = small, poorly fitted or top-dose-only effect, or another doubt; inactive = no such curve, though single readings can be large; an effect the other way counts as inactive or inconclusive. This is a subset, so the mix of outcomes need not match the whole.

cpd	molecule	Vif-APOBEC3G blk	LDHA inh	RXFP1 ag	GRP78 ERSR act	D2 potentiator
1	c1ccc(-c2nnc(SCCC3OCCCO3)o2)cc1	1%	-3	1.9%	-12%	/
2	CC(C)CN(CC(C)C)C(=O)C1CCCN(S(=O)(=O)c2ccc3c(c2)oc(=O)n3C)C1 (configuration not stated)	-5%	-4	0.8%	-3%	5
3	COc1ccc(N2CCN(C(=O)CCc3nnc4ccc(N5CCOCC5)nn34)CC2)cc1	0%	0	?	-2%	-15
4	COc1ccccc1CC(=O)NC1CCC(C)CC1 (configuration not stated)	3%	-18	-0.2%	-2%	0
5	C=CCn1c(CSCc2ccc(C)cc2)nnc1SCC(=O)NCc1ccccc1	0%	-2	1.0%	-6%	-5
6	O=C(NCc1nc2ccccc2[nH]1)c1ccccc1F	-8%	-1	1.2%	-5%	-5
7	COC(=O)c1cc(COc2ccc3c4c(c(=O)oc3c2)CCC4)c(C)o1	/	/	0.0%	/	3
8	Cc1ncc([N+](=O)[O-])n1CCOC(=O)c1ccc(Cl)cc1Cl	4%	1	2.8%	0%	14
9	COc1ccc(-c2c(-c3ccsc3)oc3ccc(N4CCOCC4)cc23)cc1	0%	-1	/	-1%	/
10	CCCCn1nc(C(=O)Nc2cccc(C(=O)NC3CC3)c2)c2ccccc2c1=O	-18%	0&10	2.2%	0%	9
11	C[C@H]1CN([C@@H](C)CO)C(=O)CCCn2nncc2CO[C@@H]1CN(C)S(=O)(=O)c1ccc(Oc2ccccc2)nc1	-4%	-6	/	-3%	/
12	CCOc1ccc(NS(=O)(=O)c2ccc(Cl)c(C(=O)N(C)Cc3cccnc3)c2)cc1	2%	0	0.4%	-1%	10
13	Cc1ccc(/C(CSc2nccn2-c2ncc(C(F)(F)F)cc2Cl)=N\O)cc1	-3%	0	-1.1%	-1%	-6
14	CCN1CCN(C2=CC3=CC(=C(C#N)C#N)CCC3CC2)CC1 (configuration not stated)	9%	0	-1.4%	-3%	-33
15	Cc1ccc(OCC(=O)Nc2ccccc2OCc2cc(=O)n3ccccc3n2)cc1C	2%	-4	?	1%	-3

cpd	D1 ag	D1 antag	D1 PAM	Vif-APOBEC3F blk
1	/	/	/	-5%
2	1	-31*	-1	0%
3	2	4	-2	3%
4	1	-3	-4	1%
5	-1	1	-1	/
6	1	10	-7	-1%
7	1	5	-2	/
8	1	7	-10	0%
9	/	/	/	11%
10	0	24	-4	7%
11	/	/	/	-6%
12	4	-28	6	-2%
13	6	-11	3	0%
14	590*	-20	18	?
15	0	1	-1	0%

Whole records as entered above. Order of screens: Vif-APOBEC3G blk, LDHA inh, RXFP1 ag, GRP78 ERSR act, D2 potentiator, D1 ag, D1 antag, D1 PAM, Vif-APOBEC3F blk
Results for COc1ccc(N2CCN(C(=O)CCc3nnc4ccc(N5CCOCC5)nn34)CC2)cc1 → 0%, 0, ?, -2%, -15, 2, 4, -2, 3%
Results for COC(=O)c1cc(COc2ccc3c4c(c(=O)oc3c2)CCC4)c(C)o1 → /, /, 0.0%, /, 3, 1, 5, -2, /
Results for COc1ccc(-c2c(-c3ccsc3)oc3ccc(N4CCOCC4)cc23)cc1 → 0%, -1, /, -1%, /, /, /, /, 11%
Results for CCN1CCN(C2=CC3=CC(=C(C#N)C#N)CCC3CC2)CC1 (configuration not stated) → 9%, 0, -1.4%, -3%, -33, 590*, -20, 18, ?
Results for CC(C)CN(CC(C)C)C(=O)C1CCCN(S(=O)(=O)c2ccc3c(c2)oc(=O)n3C)C1 (configuration not stated) → -5%, -4, 0.8%, -3%, 5, 1, -31*, -1, 0%

Further entries
cpd	molecule	Vif-APOBEC3G blk	LDHA inh	RXFP1 ag	GRP78 ERSR act	D2 potentiator
16	Cc1nn(C)c(C(=O)NNC(=O)Nc2cccc(C(F)(F)F)c2)c1Cl	9%	4	1.0%	-3%	8
17	CCOC(=O)c1ccccc1CN1C(=O)c2ccccc2S1(=O)=O	0%	-5	-4.7%	-4%	/
18	CC1(OC(=O)C2CCCC2)C(=O)C=C2C=C(c3ccsc3)N(C(CO)CO)C=C2C1=O (configuration not stated)	3%	16	2.4%	-3%	-4
19	CCOCCCNc1nc2c(-c3ccccc3)nnn2c2ccccc12	2%	-8	4.9%	-1%	1
20	Cc1cc(C(=O)C(=O)O)c(C)n1-c1ccc(Cl)cc1	-2%	-19	-2.2%	0%	1
21	COc1ccc(C(F)(F)F)cc1NC(=O)c1sc2nc(-c3cccs3)ccc2c1N	1%	3	11%	-3%	/
22	COc1ccc(Cl)cc1NC(=O)CN(C)C1CCS(=O)(=O)C1 (configuration not stated)	0%	-2	1.1%	-5%	1
23	CCCCc1nnc(NC(=O)c2cccc(S(=O)(=O)N3CCN(C)CC3)c2)s1	3%	-16	0.0%	-2%	18
24	O=S(=O)(Cc1noc(-c2ccccc2Cl)n1)c1ccccn1	2%	-2	2.1%	-5%	2
25	Cc1ccc(C(=O)O)cc1[N+](=O)[O-]	0%	-8	-0.1%	-2%	4
26	COc1ccc(-c2oc3ccc(-c4ccc(OC)nc4)cc3c2-c2ccc(OC)cc2)cc1	0%	-4	/	-5%	/
27	COc1ccc(CCNC(=S)NC2CCN(Cc3ccccc3)CC2)cc1	2%	-2	-0.3%	-5%	-29
28	Cc1ccc(-n2c(C)cc(C(=O)CSc3nnc4ccccn34)c2C)cc1	-4%	3	0.2%	-12%	-7
29	COc1ccc(N2C(=O)CC(N3CCN(S(=O)(=O)c4c(F)cccc4F)CC3)C2=O)cc1OC (configuration not stated)	1%	-5	0.0%	-5%	-1
30	O=C1NC(=O)C2(CCCCC2)N1	0%	-8	/	-1%	/

cpd	D1 ag	D1 antag	D1 PAM	Vif-APOBEC3F blk
16	10	-30*	-6	11%
17	15	-7	-1	0%
18	4	4	-4	6%
19	-4	-13	-8	-15%
20	2	17	0	17%
21	9	-2	0	-13%
22	2	-12	-3	9%
23	2	17	-8	2%
24	3	-4	6	9%
25	0	/	1	-8%
26	/	/	/	1%
27	42*	-28	-3	21%
28	3	4	-4	-4%
29	0	-1	-3	4%
30	/	/	/	7%

Later entries:
cpd	molecule	Vif-APOBEC3G blk	LDHA inh	RXFP1 ag	GRP78 ERSR act	D2 potentiator
31	CC1CCCC(NC(=O)C2CCN(C(=O)Nc3ccccc3)CC2)C1C (configuration not stated)	0%	-7	2.2%	1%	3
32	CCc1ccc(OCC(=O)OCC(=O)c2ccc3c(c2)NC(=O)CO3)cc1	-10%	0	2.9%	-2%	-5
33	O=C(Nc1ccccc1Cl)C1CCCN(S(=O)(=O)c2ccc(-n3cnnn3)cc2)C1 (configuration not stated)	3%	-8	1.9%	-3%	/
34	CCN(CC(=O)NCc1cccs1)C(=O)c1cc(=O)[nH]c2ccccc12	0%	-10	/	-6%	/
35	O=C(CN(Cc1ccccc1Cl)C(=O)c1csnn1)NCc1ccccc1	3%	-6	6.9%	-4%	1
36	COc1cc(C(=O)NCC(=O)N/N=C/c2ccc(-c3ccc([N+](=O)[O-])cc3)o2)cc(OC)c1OC	1%	-4	4.2%	-5%	-4
37	Cc1nnc2sc(-c3cccc(F)c3)nn2c1=O	1%	-5	22%	-1%	2
38	Cc1ccsc1C(=O)OCC(=O)NCCNC(=O)COC(=O)c1sccc1C	-2%	2	1.1%	-1%	-6
39	C=CCn1c(SCc2c(C)noc2C)nnc1C1COc2ccccc2O1 (configuration not stated)	0%	-6	0.2%	-5%	6
40	CCOc1cccc(C(=O)NCc2ccccc2)c1	3%	-3	-1.5%	2%	2
41	COC(=O)C(C)(C)c1cccnc1C#N	2%	-16	/	-2%	/
42	COc1cccc(CN(C)Cc2cc(=O)oc3c(C)c(C)ccc23)c1	-3%	2	-1.7%	-2%	-3
43	COc1ccc(S(=O)(=O)N(CC(=O)NCc2ccco2)c2ccccc2)cc1OC	1%	-1	0.3%	-3%	-8
44	CC(C)C(NC(=O)c1ccc(F)cc1)C(=O)NC1(C)CCS(=O)(=O)C1 (configuration not stated)	0%	-4	-1.0%	-1%	-12
45	CCOC(=O)Cn1c(=NC(=O)CSC(C)=O)sc2cc(OC)ccc21	-27%	-4	?	-4%	-4

cpd	D1 ag	D1 antag	D1 PAM	Vif-APOBEC3F blk
31	2	-6	-12	-3%
32	5	-12	2	0%
33	2	-23	-8	-8%
34	/	/	/	-10%
35	4	-13	/	-2%
36	3	2	-5	?
37	0	5	-6	-7%
38	-1	-9	-6	-14%
39	6	-8	-4	2%
40	1	-5	1	-12%
41	/	/	/	2%
42	3	9	-7	-19%
43	1	-2	-1	0%
44	0	-2	0	3%
45	-2	-10	11	-10%

The listing continues:
cpd	molecule	Vif-APOBEC3G blk	LDHA inh	RXFP1 ag	GRP78 ERSR act	D2 potentiator
46	CC[C@@H](CC1CCCCC1)C(=O)N(Cc1ccccc1)c1ccccc1	0%	-1	/	-1%	/
47	O=C(NCc1cccnc1)c1cccc(-c2cc3ccccc3oc2=O)c1	1%	-10	5.1%	1%	-1
48	O=C(CCCn1ccc2cc(S(=O)(=O)N3CCCC3)ccc21)NCc1ccc(Cl)cc1	?	-3	2.4%	-2%	-9
49	O=C(Nc1ccon1)C(Sc1ccccc1)c1ccccc1 (configuration not stated)	-1%	-6	1.1%	-1%	3
50	Cc1cc(C(=O)Nc2ccc(N3CCOCC3)c(Cl)c2)c(C)o1	1%	0	0.7%	3%	7
51	Cc1ccc(S(=O)(=O)CCC(=O)N2CCN(c3ccccc3F)CC2)cc1	6%	1	-1.0%	1%	-8
52	Cc1onc(-c2c(F)cccc2Cl)c1C(=O)N1CCCCC1	1%	-14	-0.2%	-3%	-3
53	Oc1ccccc1C1=NCCNC(C(F)(F)F)=C1	0%	-5	-1.6%	-7%	3

cpd	D1 ag	D1 antag	D1 PAM	Vif-APOBEC3F blk
46	/	/	/	-5%
47	3	-1	4	3%
48	6	-12	-2	-6%
49	0	-3	3	-1%
50	1	5	-2	4%
51	0	-1	-2	-3%
52	4	5	0	-15%
53	1	-7	1	7%
